AT treatment: qHTS Assay for Identifying a Potential Treatment of Ataxia-Telangiectasia. […] A-T fibroblasts, KAP-1 phosphorylation AlphaLISA; neocarzinostatin DNA damage 30 min before lysis. Potency, µM (titrated, usually from 57.5 µM), inactives show top-dose activation, actives largely listed as activators. 320,000 compounds, 0.19% hits; further: potency means the concentration at half of the fitted maximal effect; % of control where 0% means no effect; nearly all actives have a fitted effect of over 45% in size
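hTERT-immortalized A-T patient fibroblasts ([…]), 500 cells/well in OPTI-MEM, 1% FBS, got compounds for 60 min, then NCS for 30 min at 37C. Lysates were then assayed for phospho-KAP-1 by AlphaLISA (anti-pKAP1 donor, anti-KAP1 acceptor beads), 6 hr at 25C.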
TCR activator: Activators of T cell receptors: qHTS campaign; primary human leukocytes, anti-CD3, IL-2 HTRF, 48 h; Potency, µM (highest dose often 9.22 µM), without a hit: top-dose activation of IL-2 secretion, most hits filed as activators; 330,000 tested, under 10 active; further: % of control where 0% means no effect
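Readout: HTRF IL-2, Eu-cryptate/d2 antibody pair, 320nm excitation, 665nm emission. Stimulus: a-CD3 beads, no co-stimulation. Cells: primary human leukocytes. Exposure: 48 hr with compound.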
KCNH2 3.1 block: qHTS for Inhibitors of KCHN2 3.1: Mutant qHTS; U2OS KCNH2 3.1, thallium flux FluxOr; active compounds read low; Potassium voltage-gated channel subfamily H member 2, brain isoform KCNH2 3.1 (human); 340,000 compounds, 0.95% hits; activity change, % (tested at about 1.8 µM);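 active means maximum activity change below -70%; inconclusive means maximum activity change from -70% to -50%; inactive means maximum activity change above -50%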;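 further: thallium influx rate constant from kinetic fluorescence after stimulation buffer; on the % scale 0 is the no-effect control and ±100 the full control effect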
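Thallium flux via FluxOr fluorescence (Red40 quencher, 45 min loading) in U2OS cells virally expressing the KCNH2 3.1 isoform (1.77 x 10^8 /mL virus, overnight at 37 C). Rate constants from 2-min kinetic reads post-stimulation, normalised to positive and negative controls.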
ELG1 DNA repair: qHTS screen for small molecules that inhibit ELG1-dependent DNA repair in human embryonic kidney (HEK293T) cells expressing luciferase-tagged ELG1; HEK293T ELG1-luciferase reporter, luminescence, 16 h; DNA damage induced by 5-fluorouridine; Potency, µM (titrated, usually from 46.1 µM), without a hit: at the highest dose activity change, negative = inhibition, most hits filed as inhibitors; 330,000 compounds, 2.3% hits; further: potency means the concentration at half of the fitted maximal effect; on the % scale 0 is the no-effect control and ±100 the full control effect; nearly all actives have a fitted effect of over 55% in size
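In this reporter screen, reduction of luminescence relative to DMSO vehicle indicated activity. Compounds and 5-fluorouridine were added together to 2,000 cells per well, incubated for 16 hr at 37 °C, then developed with ONE-Glo.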
Mito fusion act: qHTS Assay for Small Molecule Inhibitors of Mitochondrial Division or Activators of Mitochondrial Fusion; S. cerevisiae fusion-defective mutant growth rescue, CellTiterGlo 48 h; Potency, µM (titrated, usually from 46.1 µM), for inactives: at the top dose growth rescue (activation), usual class: activators; 320,000 compounds, 0.23% hits; AID 485298, 2010;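 further: potency means the concentration at half of the fitted maximal effect; % of control where 0% means no effect; nearly all actives have a fitted effect of over 45% in size; temperature-sensitive fusion mutants such as fzo1-1 at 37 °C on non-fermentable ethanol glycerol medium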
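Temperature-sensitive fusion-defective S. cerevisiae (e.g. fzo1-1, mgm1-5) were grown with compound in YPEG medium (3% ethanol, 3% glycerol) for 48 hours at 37C. Growth rescue was measured as viability by CellTiterGlo luminescence after 10 minutes at ambient.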
Eya2 phos inh: qHTS Assay for Inhibitors of the Phosphatase Activity of Eya2; Protein phosphatase EYA2 (Homo sapiens), O00167; recombinant Eya2, OMFP fluorescence dephosphorylation (OMFP is methylfluorescein phosphate); Potency, µM (series often up to 76.9 µM), for the others: top-dose activity, negative = inhibition, actives largely listed as inhibitors; 330,000 compounds, 0.006% hits; AID 488837, 2010; further: potency means the concentration at half of the fitted maximal effect; on the % scale 0 is the no-effect control and ±100 the full control effect
Target sequence (O00167 whole entry, looked up): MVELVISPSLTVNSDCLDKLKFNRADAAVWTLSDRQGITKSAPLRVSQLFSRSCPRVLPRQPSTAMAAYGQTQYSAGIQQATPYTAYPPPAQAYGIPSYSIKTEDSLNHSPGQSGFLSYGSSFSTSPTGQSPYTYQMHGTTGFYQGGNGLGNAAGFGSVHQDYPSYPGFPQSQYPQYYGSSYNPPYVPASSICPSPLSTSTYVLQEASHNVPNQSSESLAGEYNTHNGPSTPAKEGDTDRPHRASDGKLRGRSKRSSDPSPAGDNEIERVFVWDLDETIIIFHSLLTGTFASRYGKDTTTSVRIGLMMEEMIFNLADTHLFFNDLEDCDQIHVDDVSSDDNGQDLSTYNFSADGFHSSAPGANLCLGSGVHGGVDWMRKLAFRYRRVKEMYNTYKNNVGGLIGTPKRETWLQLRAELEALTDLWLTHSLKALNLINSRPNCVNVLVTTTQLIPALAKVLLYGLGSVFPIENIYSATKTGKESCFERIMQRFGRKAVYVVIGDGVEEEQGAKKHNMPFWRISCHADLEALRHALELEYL
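Eya2 protein (added as 0.2 uM solution) was preincubated with compound for 10 min at ambient temperature in 50 mM HEPES pH 7.5, 50 mM NaCl, 5 uM MgCl2, 0.05% BSA, 1 mM DTT. OMFP (added at 50 uM) then reacted 10 min; fluorescence read at 485/525 nm.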
KCNH2 WT inh: qHTS for Inhibitors of KCHN2 3.1: Wildtype qHTS; Voltage-gated inwardly rectifying potassium channel KCNH2 (Homo sapiens), Q12809; U2OS, BacMam KCNH2, thallium flux FluxOr; active compounds read low; activity change, % at 1.84 µM; 340,000 compounds, 0.37% hits; AID 720551, 2013;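 active means maximum activity change below -70%; inconclusive means maximum activity change between -70% and -50%; inactive means maximum activity change above -50%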; further: on the % scale 0 is the no-effect control and ±100 the full control effect
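U2OS cells were transduced with wild-type KCNH2 virus (2.03 x 10^8 / mL) for 4 h at room temperature, then cultured overnight at 37 C. Thallium flux was read with FluxOr dye. Rate constants were normalized to DMSO controls.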
TRPV1 ag: HTS Assay for Compounds that Act as Agonists of the Vanilloid Receptor 1 | Transient receptor potential cation channel subfamily V member 1 (Homo sapiens), Q8NER1 | TRPV1-expressing cells, Fluo-8 calcium influx, agonist mode | activation, % at 8.33 µM | 320,000 compounds, 0.19% hits | AID 540275, 2011; in the data active means activation above about 80%; inconclusive means between about 30% and that limit; further: 0% is about no effect
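Cells expressing TRPV1 were dye-loaded with Fluo-8 and read kinetically: 10 s baseline, 3 min after compound (agonist portion), then 2 min after EC20 capsaicin (allosteric enhancer portion). Calcium-bound dye fluorescence at 480/520 nm.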
USP2a inh: qHTS Assay for Inhibitors of Ubiquitin-specific Protease USP2a Using CHOP2 as the Reporter; Potency, µM (series often up to 38.3 µM), for inactives: at the top dose activity change, negative = inhibition, actives largely listed as inhibitors; USP2 core, Ub-CHOP2 coupled fluorogenic reporter, 485/531; 330,000 compounds, 0.01% hits; Ubiquitin carboxyl-terminal hydrolase 2 (Homo sapiens), O75604; AID 463254, 2010;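 further: potency means the concentration at half of the fitted maximal effect; plate controls were DMSO wells for no effect and full inhibition by NEM control for full effect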
Target sequence (O75604 whole entry, looked up): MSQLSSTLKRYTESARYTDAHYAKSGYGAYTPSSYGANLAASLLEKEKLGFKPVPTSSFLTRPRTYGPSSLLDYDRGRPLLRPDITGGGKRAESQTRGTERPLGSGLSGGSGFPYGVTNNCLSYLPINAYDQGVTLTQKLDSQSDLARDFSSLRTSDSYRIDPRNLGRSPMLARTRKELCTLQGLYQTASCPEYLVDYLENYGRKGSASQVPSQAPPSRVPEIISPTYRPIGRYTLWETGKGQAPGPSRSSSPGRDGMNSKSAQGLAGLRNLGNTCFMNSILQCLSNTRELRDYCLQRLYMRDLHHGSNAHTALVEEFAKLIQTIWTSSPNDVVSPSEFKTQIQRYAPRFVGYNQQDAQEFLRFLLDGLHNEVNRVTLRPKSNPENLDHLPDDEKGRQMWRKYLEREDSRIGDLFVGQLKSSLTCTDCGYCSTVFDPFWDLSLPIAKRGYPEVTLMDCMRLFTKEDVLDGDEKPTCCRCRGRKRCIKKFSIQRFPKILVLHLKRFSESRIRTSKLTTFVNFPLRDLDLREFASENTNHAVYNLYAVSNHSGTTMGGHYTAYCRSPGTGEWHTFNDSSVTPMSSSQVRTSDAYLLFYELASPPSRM
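USP2 core (10nM final) preincubated 30min RT with compound in 20mM Tris-HCl pH 8.0, 2mM CaCl2, 2mM beta-mercaptoethanol, 0.05% CHAPS; 25nM Ub-CHOP2 plus 25nM reporter substrate added, fluorescence (Ex485/Em531) read after 60min.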
TSHR antagonist: Antagonists of the Thyroid Stimulating Hormone Receptor: HTS campaign; Thyrotropin receptor (Homo sapiens), P16473; TSHR-expressing cells, TSH-stimulated cAMP HTRF, 2 h; active compounds read low; activity change, negative = inhibition, % at 11.5 µM; 330,000 compounds, 0.2% hits; AID 504810, 2011;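 active means activity change below a set negative limit, meaning inhibition stronger than a set level, cut at about -70% in these data; inconclusive means activity change between two set negative limits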; further: on the % scale 0 is the no-effect control and ±100 the full control effect
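Competitive HTRF cAMP read-out (cryptate anti-cAMP antibody, cAMP-d2; 30 min, room temperature) in freshly harvested TSHR cells. Compounds added before TSH at EC80 (4nM final), followed by 2 hours' incubation at 37 deg C.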
* marks the source's active call; other numbers are inactive results; u = inconclusive; x = not tested or not shown; [ ] = another dose, or the depositor's remark. Unless noted, the call rests on the fitted dose curve; in most records, active means well fitted curve in the direction sought with a large enough effect; inconclusive means small, poorly fitted or top-dose-only effect, or another doubt; inactive means no such curve, though single readings can be large; an effect the other way counts as inactive or inconclusive. The list is partial; rates above refer to the full screens.

SMILES	AT treatment	TCR activator	KCNH2 3.1 block	ELG1 DNA repair	Mito fusion act	Eya2 phos inh	KCNH2 WT inh	TRPV1 ag	USP2a inh	TSHR antagonist
Cc1c(Br)c(C(F)(F)F)nn1CC(=O)NCc1ccco1	-1%	4%	5	11%	-3%	5%	-4	11	-1%	-1
O=C(CSc1ccccc1)N1CCN(c2ccccc2)CC1	1%	13%[46.1 µM]	-1	u	6%	-1%	10	u	-2%	6
CCCCN(CCCNC(=O)Cn1ncc2ccsc2c1=O)Cc1ccccc1	12%	1%	10	-1%	-4%	-9%	1	-6	-8%	16
Cc1cc(C(=O)NNC(=S)NCc2ccco2)n(C)n1	x	-3%[46.1 µM]	11	-3%	0%	-1%	1	-2	2%	1
CCCc1cc(=O)oc2cc(C)cc(OC(C)C(=O)NCCCn3ccnc3)c12 (stereo not drawn)	2%	0%	-5	18%	0%	2%	-3	0	-4%	-8
CC(C)CN1C(=O)C(=O)N(CC(=O)c2ccc3c(c2)CCCC3)C1=O	5%	-4%	17	u	4%	-5%	-3	16	-2%	-27
CN1CCc2nc(SCC(=O)Nc3ccc(OC(F)(F)F)cc3)c(C#N)c(-c3cccs3)c2C1	-9%	-6%[46.1 µM]	-39	u	6%	10%	35	-4	2%	-8
COCCCNC(=O)c1ccc2c(c1)OCO2	-3%	-13%	-4	u	-3%	-20%	-4	0	-1%	3
CC(C)(Oc1ccc(Cl)cc1)C(=O)OCc1nc2ccsc2c(=O)[nH]1	-5%	-6%	-4	6%	0%	7%	-24	28	-2%	-5
CO/N=C/Cc1c([N+](=O)[O-])c(C)nn1C	2%	0%	-7	2%	5%	8%	-6	-3	0%	3
Cc1cccc(NC(=S)NNC(=O)Cc2ccccc2)c1	-3%	0%[46.1 µM]	18	11%	1%	2%	7	-1	3%	-4
COC(=O)c1ccc(C23CC4(C2)[C@H](CN(Cc2ccc(C(F)(F)F)cc2)[C@@H]4c2ccccc2)C3c2ccccc2)cc1 (stereo partly drawn)	40µM*	4%	-42	-5%	-14%	10%	-3	-1	-1%	26
Cc1nn(-c2ccccc2)c2c1C(=O)N(c1ccccc1)C(=O)C(C)(C)C2	19%	1%	-18	6%	2%	-12%	-11	-2	0%	15
O=C(Cc1cccs1)Nc1ccc(F)cc1F	23%	9%	0	-8%	-2%	-9%	9	-4	0%	-1
COc1ccc(C(C(=O)NC(C)(C)C)N(Cc2ccco2)C(=O)CCC(=O)Nc2cc(C)on2)cc1 (stereo not drawn)	2%	6%	-7	-18%	-1%	-22%	-11	0	-1%	-7
CC(=O)/C(=C(/O)c1ccccc1)c1nc2ccccc2[nH]1	3%	x	2	u	-6%	9%	-8	1	3%	-5
COC(=O)C1(S(=O)(=O)c2ccc(C)cc2)CCOCC1	-4%	0%	20	-18%	0%	10%	-6	-6	2%	3
CCCCn1c(N)c(N(CC(C)C)C(=O)c2cc(-c3ccc(F)cc3)nc3ccccc23)c(=O)[nH]c1=O	2%	0%	8	-25%	-8%	5%	-6	3	-1%	-18
O=C(NCCC1=CCCCC1)C1CCN(S(=O)(=O)c2cccc(C(F)(F)F)c2)CC1	7%	x	-11	-15%	1%	1%	7	3	1%	-5
CC1(C)N=C(c2ccc(Cl)cc2Cl)C(=O)N1	-16%	x	-5	-2%	-6%	23%	11	-1	1%	-6
CC(=O)c1cccc(NC(=O)C2CCCN(S(=O)(=O)c3cccc4nonc34)C2)c1 (stereo not drawn)	3%	1%	10	u	-2%	-7%	-1	30	-1%	6
CCOc1ccc(CSC(=N)N)cc1	x	-5%[46.1 µM]	3	-12%	2%	4%	19	-19	0%	0
CCCCOc1c(Br)cc(/C=C2\N=C(C)OC2=O)cc1OCC	28%	2%	-6	18%	-3%	-12%	-5	x	1%	82
CCOC(CNC(=O)CN1C(=O)COc2ccc(S(=O)(=O)N3CCOCC3)cc21)OCC	6%	6%	0	u	14%	3%	-4	5	-6%	-2
Cc1c(C(=O)N(C)Cc2ccc(OC(F)F)cc2)oc2ccccc12	-8%	-1%	u	11%	7%	8%	7	15	0%	0
COc1ccc(-c2nc3ccccn3c2CN2CCN(c3ccccc3F)CC2)cc1	1%	1%	-10	u	1%	-18%	16	u	-11%	0
Nc1nonc1-n1nnc(C(=O)N/N=C\c2cccc(Cl)c2)c1CN1CCOCC1	-4%	-10%	-4	-2%	-3%	-1%	4	3	2%	3
Nc1ccc(S(=O)(=O)NC2(C(F)(F)F)NC(=O)N(c3ccccc3F)C2=O)cc1 (stereo not drawn)	-5%	15%	19	23%	5%	-4%	-6	0	1%	-1
CCOC(=O)c1cc(S(=O)(=O)N2CC(C)CC(C)C2)cn1C (stereo not drawn)	2%	1%	4	15%	17%	-7%	21	8	2%	2
Cn1ncc2c(NNC(=O)C3CCCCC3)ncnc21	1%	-5%	-1	-1%	u	5%	-2	0	2%	-2

Shown as labelled records: entries from further up
compound: Cc1c(C(=O)N(C)Cc2ccc(OC(F)F)cc2)oc2ccccc12
  AT treatment: -8%
  TCR activator: -1%
  KCNH2 3.1 block: u
  ELG1 DNA repair: 11%
  Mito fusion act: 7%
  Eya2 phos inh: 8%
  KCNH2 WT inh: 7
  TRPV1 ag: 15
  USP2a inh: 0%
  TSHR antagonist: 0

compound: Cn1ncc2c(NNC(=O)C3CCCCC3)ncnc21
  AT treatment: 1%
  TCR activator: -5%
  KCNH2 3.1 block: -1
  ELG1 DNA repair: -1%
  Mito fusion act: u
  Eya2 phos inh: 5%
  KCNH2 WT inh: -2
  TRPV1 ag: 0
  USP2a inh: 2%
  TSHR antagonist: -2

Other records:
SMILES	AT treatment	TCR activator	KCNH2 3.1 block	ELG1 DNA repair	Mito fusion act	Eya2 phos inh	KCNH2 WT inh	TRPV1 ag	USP2a inh	TSHR antagonist
COc1ccc(CNC(=O)c2c(N)n(CCCN3CCOCC3)c3nc4ccccc4nc23)cc1	15%	-1%	8	21µM*	-6%	-24%	1	17	2%	-6
O=C(c1ccc(F)cc1)C1CCN(C(=O)N2CCOCC2)CC1	7%	0%	-15	0%	2%	-8%	48	u	1%	1
COc1ccc(-c2cc(C)no2)cc1S(=O)(=O)Nc1cccc(C)c1	6%	1%	-4	13%	u	-1%	5	0	1%	-23
Cc1cc(=O)[nH]c(N/N=C/c2cccc(Br)c2)n1	7%	2%	-12	u	4%	6%	-1	-1	-1%	-3
CCc1c(C)c(C#N)c2nc3ccccc3n2c1NC	4%	-6%	12	-4%	-35%[inhibitor]	-5%	-4	11	2%	-1
COc1ccc(-n2c(=S)[nH]c3c(sc(=S)n3-c3ccccc3)c2=O)c(OC)c1	-2%	-15%	u	0%	2%	9%	4	2	0%	-5
Cc1ncc(CN2CCN(C(C)C)C(CCO)C2)s1 (stereo not drawn)	-1%	-1%	2	11%	-1%	8%	4	2	-1%	18
CC(=O)Nc1ccc(S(=O)(=O)Oc2ccc(/C=N/N=C3/NC(=O)C(CC(=O)O)S3)cc2)cc1 (stereo not drawn)	1%	2%	-6	10%	1%	10%	0	-1	1%	20
Cc1cc(-n2nc(C)cc2C)nc(NS(=O)(=O)c2ccccc2Cl)n1	0%	-7%	-6	12%	-1%	10%	13	0	1%	-3
CSc1nc(C)cc(SCC(=O)N/N=C/c2ccccc2)n1	6%	-3%[46.1 µM]	3	1%	-1%	-5%	1	7	-4%	15
CN1CCC(=O)N([C@H](CSc2ccc(Br)cc2)Cc2ccccc2)CC1	-13%	4%	19	0%	-50%[inhibitor]	0%	0	8	5%	-8
NC(=O)CC(NC(=O)Cc1ccc(Br)cc1)c1ccc(NCc2cc(F)ccc2F)c([N+](=O)[O-])c1 (stereo not drawn)	-41%	-2%	-13	-8%	3%	0%	0	2	3%	-4
CC(C)CN(C(=O)COC(=O)c1ccc(-c2ccccc2)cc1)C1CCS(=O)(=O)C1 (stereo not drawn)	2%	x	0	1%	1%	7%	4	0	4%	-9
O=C1CSC(c2ccccn2)N1c1ccc(C(F)(F)F)cc1 (stereo not drawn)	-6%	2%	-28	8%	-4%	10%	-8	-1	-5%	-6
